Screening data from PubChem BioAssay.
TROY signal inh – TROY signaling inhibition; AID 1347056; inhibition, % at 10 µM; Q293 LMP1-TROYcd NF-kB luciferase reporter, 4 h; 0.98% of 360,000 active;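 active means compounds whose plate-normalised and pattern-corrected inhibition of the luciferase reporter signal at the single screening dose is 50% or more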
ABHD5-PLIN5 inh – ABHD5-PLIN5 protein interaction inhibition; 0.78% of 360,000 active; AID 602281; Q00G26+Q8WTS1; inhibition, % at 4 µM; Split G. princeps luciferase complementation, luminescence, 4 h;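 active means inhibition above the mean inhibition across every tested compound plus 3 SD, cut at about 22% in these data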;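 further: 0% = DMSO only wells and the 100% control is not disclosed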
Target sequence (Q00G26 whole entry, looked up): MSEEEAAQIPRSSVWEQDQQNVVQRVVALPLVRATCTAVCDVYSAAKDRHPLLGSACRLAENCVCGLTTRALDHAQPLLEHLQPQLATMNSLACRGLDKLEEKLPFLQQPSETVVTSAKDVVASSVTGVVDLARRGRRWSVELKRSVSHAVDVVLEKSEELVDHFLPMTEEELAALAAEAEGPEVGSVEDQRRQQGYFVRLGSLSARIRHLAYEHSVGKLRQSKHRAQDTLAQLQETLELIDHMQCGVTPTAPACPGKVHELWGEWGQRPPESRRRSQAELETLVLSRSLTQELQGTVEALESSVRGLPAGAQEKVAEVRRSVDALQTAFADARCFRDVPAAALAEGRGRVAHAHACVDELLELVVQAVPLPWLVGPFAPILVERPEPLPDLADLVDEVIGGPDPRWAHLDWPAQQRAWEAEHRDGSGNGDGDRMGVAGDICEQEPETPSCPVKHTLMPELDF
Target sequence (Q8WTS1 whole entry, looked up): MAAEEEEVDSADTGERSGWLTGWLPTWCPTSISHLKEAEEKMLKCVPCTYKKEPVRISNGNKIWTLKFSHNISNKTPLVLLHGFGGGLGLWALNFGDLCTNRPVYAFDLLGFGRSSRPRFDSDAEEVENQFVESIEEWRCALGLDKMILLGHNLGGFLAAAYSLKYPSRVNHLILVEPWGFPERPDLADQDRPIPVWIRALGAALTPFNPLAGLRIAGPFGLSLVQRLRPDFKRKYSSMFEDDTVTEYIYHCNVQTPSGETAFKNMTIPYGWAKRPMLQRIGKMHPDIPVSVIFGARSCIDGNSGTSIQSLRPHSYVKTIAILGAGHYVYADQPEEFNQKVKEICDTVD
SRC1 inh – inhibitors of human steroid receptor coactivator 1 (SRC1); HEK293 GAL4-SRC1 luciferase reporter, luminescence; inhibition, % at 3.6 µM; 0.12% of 360,000 active;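 active means inhibition above the campaign mean plus 3 SD, with each screening campaign given its own cutoff, cut at about 60% in these data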;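 further: 0% = DMSO treated cells and 100% = gossypol at 36 µM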
NOD2 RIPK2 PPI – inhibitors of human NOD2-RIPK2 interaction. O43353. CHO BLA complementation NOD2-RIPK2, CCF4 ratio. inhibition, % at 4.98 µM. 0.38% of 360,000 active. AID 624267; in the data active means inhibition above about 21%;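 further: 0% = vehicle only and 100% = reference blocker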
LRH-1 inv ag – suppresses constitutive activity of human LRH-1; O00482; HEK293T StAR-luciferase reporter, LRH-1 transfected, 24 h; inhibition, % at 3.6 µM; 0.13% of 360,000 active; AID 602396;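 active means inhibition above the mean inhibition of all tested compounds plus 3 SD, cut at about 73% in these data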;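 further: 0% = DMSO wells and 100% = reporter-only cells lacking LRH-1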
NCOA3 inh – inhibits human SRC3 coactivator. 0.17% of 360,000 active. AID 588352. HEK293 GAL4-SRC3 luciferase reporter, luminescence. inhibition, % at 3.6 µM;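 active means inhibition above a per-campaign cutoff, the mean of all compounds plus 3 SD, cut at about 60% in these data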;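 further: 0% = DMSO-treated cells and 100% = gossypol-treated cells at 36 µM; higher means less SRC3-driven luciferase light from the GAL4 reporter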
TWEAK-Fn14 inh – blocks TWEAK-Fn14 interaction in a reporter cell assay; TWEAK-stimulated Fn14 reporter cells, luciferase luminescence, 8 h; inhibition, % at 10 µM; 2% of 360,000 active; AID 1159606; in the data active means inhibition above about 50%
NCOA2 inhibitor – human SRC2 (NCOA2) inhibition; inhibition, % at 9 µM; 0.17% of 370,000 active; HEK293 GAL4-SRC2 luciferase reporter, luminescence; Q15596;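 active means inhibition above the mean inhibition of all tested compounds plus 3 SD, set per campaign, cut at about 52% in these data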;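 further: 0% = DMSO treated cells and 100% = cells given Gossypol at 36 µM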
NR2F2 inh – inhibitors of human COUP-TFII (NR2F2); inhibition, % at 8.6 µM; P24468; 0.7% of 370,000 active; HEK293T NGFI-A luciferase reporter, luminescence; AID 686940;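 active means inhibition above a per-plate cutoff, mean inhibition of test wells between control levels plus 3 SD, cut at about 38% in these data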;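 further: cells cotransfected with COUP-TFII expression vector driving the NGFI-A reporter; 0% = median of COUP-TF2 test wells and 100% = reporter-only cells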
TLR9-MyD88 block – inhibitors of human TLR9-MyD88 binding; Q9NR96+Q99836; inhibition, % at 4.98 µM; CHO BLA complementation TLR9-MyD88, CCF4 FRET ratio; 0.21% of 340,000 active; AID 504734;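 active means inhibition above the mean over all tested compounds plus 3 SD, cut at about 21% in these data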;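 further: 0% = DMSO only wells and 100% = clavulanate BLA inhibitor control wells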
Granule exo inh – lytic granule exocytosis inhibition; AID 651702; inhibition, % at 10 µM; TALL-104 LAMP-1 surface exposure, flow cytometry; cells stimulated with thapsigargin and PMA; 0.66% of 360,000 active;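 active means inhibition above about 55%, limit read from the data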
The depositor's hits bear a star; . = not tested or not shown. The list is partial (hit frequency here may not be typical).

Start of the data: the first twelve compounds (preview)
SMILES	TROY signal inh	ABHD5-PLIN5 inh	SRC1 inh	NOD2 RIPK2 PPI	LRH-1 inv ag	NCOA3 inh	TWEAK-Fn14 inh	NCOA2 inhibitor	NR2F2 inh	TLR9-MyD88 block	Granule exo inh
O=C(NC(=S)N1CCN(c2ccccn2)CC1)c1ccccc1	15	-2	6	-10	15	20	2	18	7	1	0
CC(Nc1nc(-c2cccnc2)nc2ccccc12)c1ccccc1 (stereo unspecified)	-10	4	-12	3	4	-7	12	-20	-3	4	2
O=C1CCCN1CCC1CCN(C(=O)Nc2ccccc2)CC1	-14	-4	5	3	11	9	19	.	.	-17	1
COCCNc1ncnc2c1ncn2[C@H]1CN(Cc2ccc(F)cc2)C[C@@H](CO)O1	8	-1	-20	-4	27	-4	-7	0	-22	.	-6
CC1(C)CC(=O)C(C=NC2CC(C)(C)NC(C)(C)C2)=C(O)C1	7	0	8	-2	-9	-13	4	11	2	-5	-5
Cc1ccc(S(=O)(=O)Nc2ccc(C(=O)NCCCn3ccnc3)cc2)cc1[N+](=O)[O-]	-6	1	-9	-5	-27	-7	-2	17	-1	4	8
COc1cccc(NC(=S)N2CCN(c3ccccn3)CC2)c1	-9	-4	6	-1	7	0	-6	-19	-4	14	-2
c1ccc(N2CCN(c3ccccc3)C2c2cccs2)cc1	-3	-10	-16	-2	-65	-30	-4	-28	6	3	1
FC(F)Sc1nnc(-c2cccs2)n1-c1ccccc1	-10	3	-13	4	1	29	-9	-12	-4	3	2
Cc1cccc(C)c1NC(=O)C1(C)CSCC(=O)N1CCC(C)C (stereo unspecified)	.	-1	.	-4	21	.	.	0	-11	.	-4
O=C(/C=C/c1ccc2c(c1)OCO2)N1CCN(c2ccccc2F)CC1	-7	2	-7	-1	10	-16	6	-13	14	-8	-4
CC(C)C1Oc2ccccc2N(CC(=O)NCCCN2C(C)CCCC2C)C1=O (stereo unspecified)	-9	-4	4	-9	-1	-8	0	-6	-1	6	1

Results, repeating the preview:
SMILES	TROY signal inh	ABHD5-PLIN5 inh	SRC1 inh	NOD2 RIPK2 PPI	LRH-1 inv ag	NCOA3 inh	TWEAK-Fn14 inh	NCOA2 inhibitor	NR2F2 inh	TLR9-MyD88 block	Granule exo inh
O=C(NC(=S)N1CCN(c2ccccn2)CC1)c1ccccc1	15	-2	6	-10	15	20	2	18	7	1	0
CC(Nc1nc(-c2cccnc2)nc2ccccc12)c1ccccc1 (stereo unspecified)	-10	4	-12	3	4	-7	12	-20	-3	4	2
O=C1CCCN1CCC1CCN(C(=O)Nc2ccccc2)CC1	-14	-4	5	3	11	9	19	.	.	-17	1
COCCNc1ncnc2c1ncn2[C@H]1CN(Cc2ccc(F)cc2)C[C@@H](CO)O1	8	-1	-20	-4	27	-4	-7	0	-22	.	-6
CC1(C)CC(=O)C(C=NC2CC(C)(C)NC(C)(C)C2)=C(O)C1	7	0	8	-2	-9	-13	4	11	2	-5	-5
Cc1ccc(S(=O)(=O)Nc2ccc(C(=O)NCCCn3ccnc3)cc2)cc1[N+](=O)[O-]	-6	1	-9	-5	-27	-7	-2	17	-1	4	8
COc1cccc(NC(=S)N2CCN(c3ccccn3)CC2)c1	-9	-4	6	-1	7	0	-6	-19	-4	14	-2
c1ccc(N2CCN(c3ccccc3)C2c2cccs2)cc1	-3	-10	-16	-2	-65	-30	-4	-28	6	3	1
FC(F)Sc1nnc(-c2cccs2)n1-c1ccccc1	-10	3	-13	4	1	29	-9	-12	-4	3	2
Cc1cccc(C)c1NC(=O)C1(C)CSCC(=O)N1CCC(C)C (stereo unspecified)	.	-1	.	-4	21	.	.	0	-11	.	-4
O=C(/C=C/c1ccc2c(c1)OCO2)N1CCN(c2ccccc2F)CC1	-7	2	-7	-1	10	-16	6	-13	14	-8	-4
CC(C)C1Oc2ccccc2N(CC(=O)NCCCN2C(C)CCCC2C)C1=O (stereo unspecified)	-9	-4	4	-9	-1	-8	0	-6	-1	6	1
CCN(c1ccccc1)S(=O)(=O)c1cc(NC(=O)CSc2n[nH]c(=O)[nH]c2=O)ccc1Cl	-10	-9	-25	-1	6	-1	0	-14	7	2	1
FC(F)(F)c1cc(CCN2C(=S)NC[C@@H]2c2ccccc2)cc(C(F)(F)F)c1	-19	-6	-11	-3	-1	19	-9	-1	5	-13	-4
C[C@H](CO)N1C[C@H](C)[C@H](CN(C)S(=O)(=O)c2ccc(Oc3ccccc3)nc2)OCc2cnnn2CCCC1=O	-9	2	6	3	-27	-1	15	-12	-11	-5	1
COC(=O)c1ccccc1NC(=O)[C@@H]1CCC(=O)N1C1OC(=O)c2c1ccc(OC)c2OC (stereo partly specified)	-2	0	7	-9	-13	-4	7	18	11	-8	-6
Nc1nc(SCC(=O)c2cccc([N+](=O)[O-])c2)n[nH]1	11	10	-22	-14	14	-3	-3	-12	7	6	6
O=C(NCCN1CCCCCC1)C1CCC(CNS(=O)(=O)c2cccc3cccnc23)CC1 (stereo unspecified)	2	-2	-3	13	-9	-5	-3	-10	13	2	-2
CC(C)(C)CC(=O)Nc1cccc2c1CCCC2	5	-2	-5	0	3	0	-12	-27	9	-7	3
CSc1cccc(NC(=S)N2CCC(c3ccccc3)C2)c1 (stereo unspecified)	-38	-6	-60	-5	-21	-43	-1	-62	-20	-4	7
CCOC(=O)C1=C(C)N=c2s/c(=C3\C(=O)Nc4ccccc43)c(=O)n2C1c1ccc2c(c1)OCO2 (stereo unspecified)	8	27*	-6	2	2	10	-1	-5	18	5	-3
CCc1cc(C(=O)N/N=C/c2c(C)[nH]c3ccccc23)cs1	-30	-9	-22	-5	-40	10	3	10	-15	-9	8
Cc1ccc(OCC(=O)NNC(=O)CCc2ccccc2)c(Br)c1	3	1	8	4	-12	9	-13	-14	3	-11	-7
CCOc1ccc(NS(=O)(=O)c2ccc(C(=O)N3CCCC(C)C3)cc2)cc1 (stereo unspecified)	23	-4	-6	-4	13	27	9	3	33	4	-5
O=C(NCc1ccccc1Cl)C1CCC(=O)N1Cc1ccc(F)cc1 (stereo unspecified)	21	-1	-5	1	1	1	-3	-1	-15	9	4
O=C(NNc1cccc(Cl)n1)Nc1ccccc1F	-3	-3	-6	-2	0	1	0	-15	-2	-6	-3
CCSc1nc2c(c(=O)[nH]1)C(c1cccnc1)C(C(=O)OC)=C(C)N2 (stereo unspecified)	5	-1	-6	7	1	2	2	6	-9	4	-1
CCC1CCCCN1CCCNC(=O)c1cc2c(=O)[nH]c3ccccc3c2n1C (stereo unspecified)	8	3	0	-9	4	3	-3	-10	-2	-4	-1
Cc1cc(C)n(CCNC(=O)[C@H]2O[C@@H](n3ccc(N)nc3=O)[C@H](O)[C@@H]2O)n1	9	4	5	-8	13	2	5	-26	-6	.	0
CC(C)CC(=O)Nc1nnc(SCC(=O)NC2CCCC2)s1	-2	6	-5	6	-8	-1	-14	9	-3	-8	-13
CCOC(=O)Nc1cc2c(cc1C(C)=O)OCO2	8	3	3	-7	5	8	-3	-4	-21	1	-3
NC(=O)Cn1c(=O)oc2ccccc21	-15	0	-13	1	-3	6	2	-8	9	-8	-1
COc1c2c(cc3ccc(=O)oc13)CCO2	-18	3	11	-1	-8	7	-25	21	17	-10	0
CCN(Cc1nc2cc(Cl)ccc2c(=O)[nH]1)C(=O)c1nn(C)c(=O)c2ccccc12	-6	11	-3	-15	12	0	-33	10	0	-6	-10
CC(C)(C)NC(=O)CCCCCCCC(=O)NC(C)(C)C	-7	4	12	-13	-9	25	-5	26	1	2	-8
CCOC(=O)Cn1nc(C)n(-c2ccc(F)cc2)c1=O	2	3	-2	5	-7	15	-3	-10	3	-5	9
COc1cnc(-c2ccccn2)nc1Oc1cccc(Cl)c1	-11	-2	-13	8	9	6	-16	2	14	7	-1
COC(=O)NNC(=S)Nc1ccc(Br)cc1	24	5	-23	-3	-11	14	2	23	22	2	-4
COCCCNc1nc2ccccc2nc1NS(=O)(=O)c1ccc(Cl)cc1	7	-12	7	-6	7	-14	12	-11	-7	-9	-6
O=C(Nc1ccccc1O)c1c(O)c2c([nH]c1=O)CCCC2	-5	-7	-90	-1	-122	-72	18	-72	-34	14	7
CC(=O)Nc1ccc(NC(=O)CCSCCc2ccccn2)cc1	1	2	5	-9	7	-29	-8	0	7	2	-2
Fc1cccc(CSc2ccc3nnc(-c4cccnc4)n3n2)c1	10	-1	-4	0	12	18	-6	4	-24	-6	-2
Cc1cccc(-n2c(O)cnc2Nc2nc(C)cc(C)n2)c1	-8	3	1	-12	-4	0	-23	6	-5	.	0
CC(=O)Nc1cccc(NC(=O)CSc2ncc(C(=O)Nc3ccc(F)cc3)c(=O)n2C)c1	13	11	-9	10	-9	3	11	-15	5	2	-5
CCc1cc(-c2n[nH]c(=S)n2-c2cccc(C)c2)cs1	-14	-13	-12	-1	-16	-5	-9	5	4	-12	2
O=S1(=O)N[C@@H](Cc2ccccc2)COc2cc(N3CCN(Cc4ccccc4F)CC3)ccc21	-3	8	.	-1	-18	.	9	-2	11	.	1
CSCCC(NC(=O)c1ccccc1)C(=O)NCc1ccco1 (stereo unspecified)	-6	4	0	9	13	13	11	-11	7	2	1
O=C(NCc1ccccc1)C(c1cccc2ccccc12)n1c(=O)c(-c2ccccc2)nc2ccccc21 (stereo unspecified)	.	8	.	-14	-4	.	.	-21	-4	.	-2
CCCOC(=O)Nc1ccccc1C(N)=O	-19	-1	2	-16	6	-5	1	-7	-2	4	-1
Cc1ccc(N=Cc2c(O)cc(C)oc2=O)c(C)c1	-25	1	-15	-9	-4	4	18	-14	-3	0	-7
FC(F)(F)c1ccc(Oc2ccccc2Cl)nc1	-10	5	-6	0	9	11	-4	-3	-9	-3	-1
CN1C(=O)C(O)(C2COC(C)(C)CC2=O)c2cc(Br)ccc21 (stereo unspecified)	11	1	-7	-2	12	10	-7	-15	0	2	9
COc1ccc(OC)c(N2C(=O)[C@@H]3C(c4ccccc4Cl)=NO[C@@H]3C2=O)c1	-5	-4	-11	-5	8	-3	8	-7	1	-2	0
CCCC1OC23CCCCC2C(C#N)(C(=N)O3)C1(C#N)C#N (stereo unspecified)	1	-3	5	2	-2	-19	-1	-3	2	-9	0
O=C(c1ccc2c(=O)n3c(nc2c1)CCC3)N1CCN(S(=O)(=O)c2cccc(F)c2)CC1	-10	7	0	8	-29	-15	-11	13	-8	0	-1
